Anthrax LF prot: anthrax lethal factor protease inhibition; inhibition, % at 10 µM; P15917; 0.12% of 360,000 active; multiplex microsphere protease cleavage assay, LF; AID 588501; also: plate controls were buffer without enzyme for full effect and enzyme alone for no effect
Target sequence (P15917 whole entry, looked up): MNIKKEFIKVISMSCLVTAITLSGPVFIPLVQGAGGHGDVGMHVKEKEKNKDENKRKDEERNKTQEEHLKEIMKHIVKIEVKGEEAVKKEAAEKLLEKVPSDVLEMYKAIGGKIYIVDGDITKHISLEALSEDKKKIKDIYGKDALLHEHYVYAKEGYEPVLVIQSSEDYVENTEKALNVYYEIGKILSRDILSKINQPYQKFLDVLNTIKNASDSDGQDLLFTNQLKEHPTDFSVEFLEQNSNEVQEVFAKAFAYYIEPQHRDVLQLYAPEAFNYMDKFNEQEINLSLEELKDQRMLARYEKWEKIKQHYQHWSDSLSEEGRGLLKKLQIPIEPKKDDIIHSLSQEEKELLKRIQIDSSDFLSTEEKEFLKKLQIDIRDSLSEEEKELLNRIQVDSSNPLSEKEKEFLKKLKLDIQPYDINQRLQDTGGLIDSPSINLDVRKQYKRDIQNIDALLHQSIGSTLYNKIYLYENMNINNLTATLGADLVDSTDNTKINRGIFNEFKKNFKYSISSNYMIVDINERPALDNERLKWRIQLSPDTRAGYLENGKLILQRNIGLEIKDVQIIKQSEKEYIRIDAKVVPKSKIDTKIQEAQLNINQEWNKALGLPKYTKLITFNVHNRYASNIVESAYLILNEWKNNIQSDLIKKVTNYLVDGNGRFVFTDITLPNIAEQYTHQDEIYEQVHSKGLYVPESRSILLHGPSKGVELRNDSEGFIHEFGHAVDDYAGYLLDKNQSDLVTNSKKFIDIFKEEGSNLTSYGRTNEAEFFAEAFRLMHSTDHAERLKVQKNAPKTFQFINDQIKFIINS
Yp Topo-I inh: inhibitors of Yersinia pestis topoisomerase I; 0.064% of 360,000 active; activity, % at 10 µM; Y. pestis Topo-I cleavage product accumulation, plate reader; in the data active = activity above about 50%, passing the limit was not always enough; inconclusive = no clear call, values can overlap the other calls; also: inactives centre near 2
CCHF vOTU inh: CCHFV vOTU protease inhibition | Pep-AMC fluorescence | inhibition, % at 11.5 µM | 0.55% of 370,000 active; in the data active = inhibition above about 30%; also: 0% = vehicle wells with enzyme and 100% = no enzyme wells
PfHsp40 rescue: rescue of PfHsp40-mediated yeast toxicity. growth rescue, % at 12.5 µM. S. cerevisiae expressing PfHsp40, growth rescue, ATP luminescence. 0.68% of 340,000 active; in the data active = growth rescue above about 28%, passing the limit was not always enough; inconclusive = no clear call, values can overlap the other calls;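 also: yeast W303a lacking pdr1 and pdr3 grown in galactose medium; growth measured after three days at 30 °C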
TcdB GH inh: inhibitors of Clostridioides difficile toxin B glycohydrolase | TcdB glycohydrolase enzymatic assay, plate reader | inhibition, % at 9.99 µM | 0.24% of 350,000 active; in the data active = inhibition above about 10%
BoNT A protease: BoNT A light chain protease inhibition. multiplex microsphere protease substrate cleavage, flow cytometry. 0.17% of 360,000 active. inhibition, % at 10 µM; also: plate controls were buffer without enzyme for full effect and enzyme alone for no effect
DUSP3 inh: blocks human VHR1 dual specificity phosphatase; P51452; recombinant VHR phosphatase, pNPP absorbance; inhibition, % at 13.3 µM; 0.52% of 290,000 active; AID 1654; in the data active = inhibition above about 50%; also: some compounds called inactive have numbers as strong as hits
Target sequence (P51452 whole entry, looked up): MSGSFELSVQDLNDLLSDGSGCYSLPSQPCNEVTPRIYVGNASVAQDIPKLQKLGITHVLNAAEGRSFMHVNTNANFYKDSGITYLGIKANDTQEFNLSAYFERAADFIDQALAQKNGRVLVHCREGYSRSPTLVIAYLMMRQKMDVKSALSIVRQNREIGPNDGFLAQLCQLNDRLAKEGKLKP
Vc quorum ag: inducers of Vibrio cholerae quorum light production without autoinducers | V. cholerae BH1578 lux reporter, luminescence, 6 h | activation, % at 18.7 µM | 0.16% of 350,000 active | AID 588436; in the data active = activation mostly above about 9.7%, no sharp cut-off; inconclusive = no clear call, values can overlap the other calls; inactive = mostly below about 3.7%; also: not every result past the cut was called active; inactives centre near 0; reference of the scale not given here
PriA SSB inh: blocks PriA binding to SSB C-terminal tail. AlphaScreen SSBct-PriA binding, biotinylated peptide. 0.6% of 430,000 active. inhibition, % at 33 µM; in the data active = inhibition mostly above about 37%, no sharp cut-off; inactive = mostly below about 20%;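 also: plate controls were negative control peptide for no effect and reference peptide for full effect; strong numbers were not always called active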
3CLpro inhibitor: SARS-CoV 3CLpro protease inhibition; inhibition, % at 6 µM; recombinant SARS-CoV 3CLpro, quenched FRET peptide cleavage; 0.14% of 290,000 active; AID 1706; P0C6X7; in the data active = inhibition above about 12%
* hit, by the source's call; i = inactive; ? = inconclusive; / = no result given; & = joins results of further samples. Rule as the data show it, unless noted: active = inhibition above about 30%; inconclusive = no clear call, values can overlap the other calls; inactive = below that. This is a subset, so the mix of outcomes need not match the whole.

#	smiles	Anthrax LF prot	Yp Topo-I inh	CCHF vOTU inh	PfHsp40 rescue	TcdB GH inh
1	CC(C)c1ccc(NC(=O)C2CCN(C(=O)[C@@H]3Cc4ccccc4CN3)CC2)cc1	-3	-4	5	-0.4	0.3
2	C=CCc1ccccc1Oc1cc(F)nc(N)n1	2	3	3	-0.4	2.6
3	CN(C)C(Cc1ccccc1)C(=O)c1c[nH]c2ccccc12 (stereo not given)	-1	-8	-6	-1.8	-4.9
4	O=C(O)CCN1CCc2ccccc2C1c1ccncc1 (stereo not given)	0	1	5	-0.7	1.1
5	Cc1ccc(CNC(=S)NCc2ccncc2)cc1	-6	0	-8	0.3	0.6
6	COc1ccc(OC)c(-c2cc(C(=O)N3CCCc4ccccc43)no2)c1	-2	10	4	1.2	/
7	Cc1nc2nc(C)c(NS(=O)(=O)c3ccc(C(C)(C)C)cc3)c(=O)n2[nH]1	-7	5	9	0.8	1.2
8	CN1CCCCC1(C)C(=O)NCc1ccc(C(C)(C)C)cc1 (stereo not given)	-9	5	-6	/	1.1
9	CCOc1cc(/C=N/NC(=O)C2CCCC2)ccc1OC(C)C	1	-2	6	-1.4	-0.4
10	C[C@@H](C(=O)Nc1ccc(OC(F)F)c(Cl)c1)N1C(=O)C2CC=CCC2C1=O (stereo not given in full)	5	0	10	-1.0	1.9

#	BoNT A protease	DUSP3 inh	Vc quorum ag	PriA SSB inh	3CLpro inhibitor
1	-0.5	-4	0.6	-6	7
2	1.1	22	-0.1	-10	0
3	0.2	26	-0.3	3	-4
4	0.8	0	-1.3	-13&-4	-7
5	-0.3	-3	-0.5	8	-2
6	0.0	19	-0.5	-6	0
7	-4.9	-5	-0.2	-11	0
8	-0.2	/	-0.4	/	/
9	0.1	10	-0.5	/	-8
10	1.7	/	i	-8	/

Next results follow.
#	smiles	Anthrax LF prot	Yp Topo-I inh	CCHF vOTU inh	PfHsp40 rescue	TcdB GH inh
11	Cc1ccc(C(=O)NC(=S)Nc2ccc3[nH]c(=O)[nH]c3c2)cc1C	-1	5	-14	0.5	-0.3
12	CC(=O)Nc1cccc(NC(=O)CN2c3cccc4cccc(c34)S2(=O)=O)c1	-8	2	-9	1.2	0.6
13	N#CCCN(C(=O)COC(=O)CNS(=O)(=O)c1ccc2ccccc2c1)c1ccccc1	-7	22	-7	0.4	0.3
14	Cc1nn(C2CCS(=O)(=O)C2)c2nc(C3CC3)cc(C(=O)Nc3cccc(C#N)c3)c12 (stereo not given)	2	-10	-7	-0.7	-0.2
15	O=C(COC(=O)C1CCN(S(=O)(=O)c2ccc3c(c2)OCCO3)CC1)Nc1ccccc1OC(F)F	-1	19	2	0.6	/
16	O=C(Cc1ccc(S(=O)(=O)N2CCOCC2)s1)NCCOc1ccccc1	-1	4	-3	-0.1	0.3
17	COc1cc(/C=N/O)ccc1OCc1ccccc1Cl	-1	4	-9	-0.7	0.9
18	Cc1ccc(CN(C)C(=O)c2ccccc2NC(=O)c2ccccc2)o1	0	1	7	-1.6	1.0
19	CCC(=O)N1CCN(c2ccc(NC(=O)COc3cccc(C)c3C)cc2)CC1	-4	23	12	0.2	1.4
20	O=C(O)c1ccccc1C(=O)Nc1nc(-c2ccccc2)cs1	-9	11	19	-1.1	-3.1

#	BoNT A protease	DUSP3 inh	Vc quorum ag	PriA SSB inh	3CLpro inhibitor
11	-0.1	13	i	-9	-7
12	-0.7	/	i	-12	/
13	-0.3	/	0.5	4	/
14	1.4	/	-11	17	/
15	-0.1	8	1.4	-5	2
16	-2.1	/	0.7	-4	/
17	0.0	6	i	/	7
18	-0.3	/	-0.7	-7	/
19	0.2	34	0.1	3	0
20	?	30	i	-17	2

Single records (already shown):
C[C@@H](C(=O)Nc1ccc(OC(F)F)c(Cl)c1)N1C(=O)C2CC=CCC2C1=O (stereo not given in full) is entered as Anthrax LF prot = 5; Yp Topo-I inh = 0; CCHF vOTU inh = 10; PfHsp40 rescue = -1.0; TcdB GH inh = 1.9; BoNT A protease = 1.7; DUSP3 inh = /; Vc quorum ag = i; PriA SSB inh = -8; 3CLpro inhibitor = /
COc1cc(/C=N/O)ccc1OCc1ccccc1Cl is entered as Anthrax LF prot = -1; Yp Topo-I inh = 4; CCHF vOTU inh = -9; PfHsp40 rescue = -0.7; TcdB GH inh = 0.9; BoNT A protease = 0.0; DUSP3 inh = 6; Vc quorum ag = i; PriA SSB inh = /; 3CLpro inhibitor = 7

Entries by screen from above.
Yp Topo-I inh for nos. 11–20 → 5, 2, 22, -10, 19, 4, 4, 1, 23, 11

The list goes on:
#	smiles	Anthrax LF prot	Yp Topo-I inh	CCHF vOTU inh	PfHsp40 rescue	TcdB GH inh
21	CCOc1ccccc1OCCCC(=O)OCC(=O)Nc1cccc(Cl)c1	2	18	0	-0.5	/
22	O=C(NC1CCCC1)c1ccc(CS(=O)Cc2ccc(Cl)cc2)o1 (stereo not given)	0	-1	9	0.8	2.2
23	CC1(C(=O)Nc2ccc3c(c2)OCO3)CCN1C(=O)c1ccco1 (stereo not given)	-5	-1	12	/	0.3
24	CCN(CC)C(=O)CNC(=O)c1nn(-c2ccc(OC)c(Cl)c2)c(=O)c2ccccc12	-2	9	-2	-0.1	0.6
25	CCN(CC)S(=O)(=O)c1ccc2oc(SCC(=O)NC3CC3)nc2c1	11	2	19	-1.0	1.4
26	CC(C)C(NC(=O)c1ccccc1NC(=O)c1ccco1)C(=O)NNC(=O)c1ccncc1 (stereo not given)	-12	-4	2	2.3	-1.4
27	Cc1ccc(S(=O)(=O)N2CCN(C(=O)COC(=O)CNC(=O)c3ccc(Cl)cc3Cl)CC2)c(C)c1	-9	23	7	0.3	0.7
28	Nc1nc(N)c(C=Nc2ccc(Br)cc2)c(Nc2ccc(Br)cc2)n1	0	-8	-1	-0.4	-2.1
29	CCCn1c(NC(=O)CCS(=O)(=O)c2ccc(C)cc2)nc2ccccc21	2	3	-3	-0.4	0.4
30	CCS(=O)(=O)Nc1cccc(C2=NN(S(=O)(=O)CC)C(c3ccccc3)C2)c1 (stereo not given)	2	-1	-1	0.2	-0.1

#	BoNT A protease	DUSP3 inh	Vc quorum ag	PriA SSB inh	3CLpro inhibitor
21	-0.6	-1	i	-18	0
22	-1.5	19	i	0	1
23	-0.2	/	-0.6	/	/
24	2.7	16	0.9	16	2
25	0.8	22	0.5	-10	-1
26	?	0	i	-3	-1
27	-0.1	/	i	-18	/
28	-5.1	22	-0.6	-9	2
29	6.6	/	5.6	3	/
30	-1.6	18	0.6	1	-1

Additional results.
#	smiles	Anthrax LF prot	Yp Topo-I inh	CCHF vOTU inh	PfHsp40 rescue	TcdB GH inh
31	CC(=Nc1ccccc1)c1sc2ccccc2c1O	0	4	4	0.0	2.0
32	COc1ccccc1CCC(=O)N(Cc1ccccc1)c1c(N)n(Cc2ccccc2)c(=O)[nH]c1=O	1	5	1	-0.1	0.6
33	CCOC(=O)C1CCc2c(ccc3ccccc23)N1CCC#N (stereo not given)	3	17	-36	/	0.4
34	CCn1c(SCC(=O)Nc2nonc2C)nnc1-c1ccoc1C	0	-4	0	-0.3	/
35	CC1=NC(Nc2nc(C)c3ccccc3n2)=NC(C)(C)C1	5	8	3	0.4	/
36	CCOC(=O)N(C)C[C@@H]1OCc2cnnn2CCCC(=O)N([C@H](C)CO)C[C@@H]1C	8	-5	22	/	-2.4&-0.8&-5.2
37	COc1ccc(S(=O)(=O)N2CCOCC2)cc1NC(=O)C1CC(=O)N(c2ccc3c(c2)OCCO3)C1 (stereo not given)	2	-2	19	/	0.2
38	Cc1ccc(NC(=S)NCCc2c[nH]c3ccccc23)cc1	-3	-11	-6	-0.6	/
39	O=S(=O)(c1ccccc1)N1Cc2ccccc2-n2nncc2C1	4	2	-8	/	1.9
40	O=S(=O)(NC(=NCCc1ccc(Cl)cc1)c1ccccc1Cl)c1cccs1	-2	25	0	1.3	0.9

#	BoNT A protease	DUSP3 inh	Vc quorum ag	PriA SSB inh	3CLpro inhibitor
31	2.9	-13	i	-18	3
32	0.9	28	i	-9	-1
33	-0.1	/	-0.4	/	/
34	0.6	22	/	4	4
35	1.8	2	-2.0	19	3
36	0.0	/	-0.6	/	/
37	0.8	/	-0.7	/	/
38	0.7	5	17*	15	6
39	-0.1	/	-0.2	/	/
40	-2.4	4	-0.5	-19	2

Next structures follow:
#	smiles	Anthrax LF prot	Yp Topo-I inh	CCHF vOTU inh	PfHsp40 rescue	TcdB GH inh
41	Cc1c(OCC(=O)NC2CC(C)(C)NC(C)(C)C2)ccc2c3c(c(=O)oc12)CCC3	/	-14	9	0.6	1.7
42	Nc1ccccc1SCc1c(Cl)cccc1Cl	1	-7	-5	0.9	-2.1
43	CC1(C)SC2c3ccccc3C(=O)N2[C@@H]1C(=O)NCCCN1CCOCC1 (stereo not given in full)	3	7	8	-1.0	/
44	O=[N+]([O-])c1ccc(N2CCN(CCO)CC2)cc1Sc1nc2ccccc2[nH]1	0	-4	-3	0.7	/
45	Cn1cccc1C(=O)OCC(=O)NC(=O)c1ccc(Cl)cc1	-6	6	2	-1.2	0.1
46	Oc1ccccc1O	-7	-10	3	-0.6	0.3
47	CN(C)c1cc[n+](CC(=O)Nc2c(Cl)cc(Cl)cc2Cl)cc1	-2	-6	2	-0.2	1.1
48	O=C(COC(=O)CNS(=O)(=O)c1ccc2ccccc2c1)Nc1ccccc1Sc1ccccc1	-5	62*	-5	0.7	0.2
49	CC(=O)c1ccc(NC(=O)Nc2ccc3c(c2)N(C)C(=O)CS3)cc1	-1	10	16	-1.0	/
50	CCc1nn2c(=O)c(S(=O)(=O)Nc3ccccc3)c(C)nc2s1	9	3	19	-0.3	1.6
51	Cc1ccc(OCC(=O)Nc2ccccc2C(=O)NC2CC2)cc1C	1	4	-6	-0.2	1.6
52	CCOC(=O)c1c(NC(=O)c2ccccc2N(C)S(=O)(=O)c2ccccc2)sc2c1CCCC2	-1	15	17	0.6	0.5

#	BoNT A protease	DUSP3 inh	Vc quorum ag	PriA SSB inh	3CLpro inhibitor
41	/	15	i	4	-7
42	0.0	18	i	-26	2
43	0.3	16	-0.1	-11	-1
44	0.4	19	-0.3	-1	-1
45	-0.8	/	-2.9	-14	/
46	-1.3	/	i	1	/
47	-0.5	24	-0.2	9	0
48	-1.3	21	-0.7	-18	3
49	-0.5	20	-2.9	-8	-4
50	2.9	2	i	-7	-2
51	-0.7	5	-1.6	-2	-2
52	-0.2	9	i	-6	5
